Bim-Bfl-1: human Bim-Bfl-1 interaction inhibition; Bead-based flow cytometry, Bim-Bfl-1 binding inhibition; inhibition, % at 10 µM; actives 0.12% (n = 190,000); AID 1008;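 note: 0% = wells without compound plus tracer and 100% = blocker peptide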
Mcl-1 Bim block: disrupts Bim peptide binding to human Mcl-1 | AID 1009 | Q07820 | actives 0.1% (n = 190,000) | Bead-based flow cytometry, Bim peptide-Mcl-1 binding | inhibition, % at 10 µM;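 note: 0% = no compound tracer wells and 100% = peptide blocker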
Target sequence (Q07820 whole entry, looked up): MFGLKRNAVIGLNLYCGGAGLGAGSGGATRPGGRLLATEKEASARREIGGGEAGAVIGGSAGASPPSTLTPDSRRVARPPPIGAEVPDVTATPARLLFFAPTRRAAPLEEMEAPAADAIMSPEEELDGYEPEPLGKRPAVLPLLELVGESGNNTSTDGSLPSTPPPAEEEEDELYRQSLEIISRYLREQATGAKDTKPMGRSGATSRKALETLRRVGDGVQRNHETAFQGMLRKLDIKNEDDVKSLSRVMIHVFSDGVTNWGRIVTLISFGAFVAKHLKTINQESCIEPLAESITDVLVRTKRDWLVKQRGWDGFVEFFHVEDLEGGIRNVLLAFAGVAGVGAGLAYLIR
Bim-Bcl-2: inhibitors of Bim-Bcl-2 interaction, human | actives 0.06% (n = 190,000) | Bead-based flow cytometry, Bim peptide-Bcl-2 binding | inhibition, % at 10 µM | P10415; in the data active = inhibition above about 40%; inconclusive = no clear call, values can overlap the other calls;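 note: 0% = no compound wells with probe peptide and 100% = reference peptide inhibitor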
Target sequence (P10415 whole entry, looked up): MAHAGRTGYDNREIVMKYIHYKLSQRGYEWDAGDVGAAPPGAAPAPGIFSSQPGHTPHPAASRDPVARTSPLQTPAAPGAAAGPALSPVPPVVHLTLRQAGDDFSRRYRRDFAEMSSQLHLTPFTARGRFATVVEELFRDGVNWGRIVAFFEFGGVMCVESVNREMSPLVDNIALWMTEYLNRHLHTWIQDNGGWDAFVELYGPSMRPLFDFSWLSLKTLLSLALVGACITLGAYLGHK
ABCB1 inh: human ABCB1 inhibition, ABCG2 as counter-screen; actives 0.067% (n = 190,000); CCRF-Adr cells, JC-1 efflux, flow cytometry; inhibition, % at 6.6 µM; P08183; in the data active = inhibition above about 40%;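 note: 0% = vehicle and 100% = reference inhibitor; higher value means more JC-1 retained so stronger ABCB1 efflux block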
Bcl-B Bim block: disrupts Bim peptide binding to human Bcl-B; Q9HD36; bead-based flow cytometry; inhibition, % at 10 µM; actives 0.073% (n = 190,000); AID 951;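 note: 0% = tracer peptide without compound and 100% = reference inhibitor peptide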
Bim-Bcl-XL: human Bim-Bcl-XL interaction inhibition. actives 0.04% (n = 190,000). Q07817. Bim peptide-Bcl-XL binding, bead flow cytometry, fluorescence. inhibition, % at 10 µM
Target sequence (Q07817 whole entry, looked up): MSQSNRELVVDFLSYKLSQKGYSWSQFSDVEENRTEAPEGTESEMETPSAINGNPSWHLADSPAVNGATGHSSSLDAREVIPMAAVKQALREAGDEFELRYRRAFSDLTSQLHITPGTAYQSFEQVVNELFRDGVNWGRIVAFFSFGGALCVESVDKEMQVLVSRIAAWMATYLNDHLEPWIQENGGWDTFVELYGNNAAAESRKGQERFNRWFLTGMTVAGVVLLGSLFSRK
RGS7-Gao: modulates binding of RGS7 to human Galphao. Multiplexed bead flow cytometry; actives lie on both sides. P09471. actives 0.35% (n = 220,000). binding response (% of control), % at 10 µM; in the data active = binding response below about 49% or above about 150%; inconclusive = no clear call, values can overlap the other calls; inactive = in between;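 note: fluorescent Galphao held in activated GDP-AlF4 state binding bead-coupled RGS7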
RGS8-Gao reg: modulates binding of RGS8 to human Galphao; actives 0.34% (n = 220,000); response (percent of control binding), % at 10 µM; P09471; multiplexed bead flow cytometry; actives lie on both sides; in the data active = response below about 60% or above about 140%; inactive = in between;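 note: Galphao activated as the GDP aluminium fluoride complex binding bead-coupled RGS8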
RGS4-Gao reg: human RGS4-Galphao interaction regulation; P09471; Multiplexed bead flow cytometry, RGS4-Galphao binding; actives lie on both sides; binding response (% of control), % at 10 µM; actives 0.33% (n = 220,000); AID 1415; in the data active = binding response below about 49% or above about 150%; inactive = in between;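 note: fluorescent Galphao activated with aluminum fluoride binding bead-coupled RGS4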
Bim-Bcl-W: inhibitors of Bim-Bcl-W interaction, human. actives 0.02% (n = 190,000). inhibition, % at 10 µM. bead-based flow cytometry, Bim peptide-Bcl-W binding. AID 952;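 note: 0% = bound tracer without compound and 100% = peptide blocker; higher means less fluorescent Bim peptide bound to Bcl-W beads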
Target sequence (Q92843 whole entry, looked up): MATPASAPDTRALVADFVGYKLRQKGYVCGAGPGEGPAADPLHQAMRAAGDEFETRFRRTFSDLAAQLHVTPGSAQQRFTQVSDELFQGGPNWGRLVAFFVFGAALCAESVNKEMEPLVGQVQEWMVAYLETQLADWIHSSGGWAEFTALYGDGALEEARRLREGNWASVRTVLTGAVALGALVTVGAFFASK
ABCG2 inh: inhibitors of human ABCG2 transporter, ABCB1 counter-screen | Q9UNQ0 | IgMXP3 cells, JC-1 efflux, flow cytometry | inhibition, % at 6.6 µM | actives 0.1% (n = 190,000) | AID 1325;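 active = inhibition above 80%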;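 note: 0% = DMSO and 100% = nicardipine control wells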
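Times: 10 min at 25 °C | Test system: Two drug-resistant human cell lines, ABCG2 and ABCB1 | Quantity: 3 million cells/mL final, two lines in 1:1 ratio | Signal: Flow cytometry, 530 nm JC-1 signal | Dosing: Compound at 6.6 µM | Controls: Nicardipine and DMSO wells | Reagent: JC-1 as fluorescent efflux pump substrate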
* marks the source's active call; other numbers are inactive results; u = inconclusive; x = no result given. Cut-off read from the data, not from the text of the source, unless noted: active = inhibition above about 40%. Rows are unselected; overall some 0.94% were active at least once.

Screens in order – Bim-Bfl-1	Mcl-1 Bim block	Bim-Bcl-2	ABCB1 inh	Bcl-B Bim block	Bim-Bcl-XL	RGS7-Gao	RGS8-Gao reg	RGS4-Gao reg	Bim-Bcl-W	ABCG2 inh
Cn1cc(CC(=O)N2CCN(c3ccccc3F)CC2)c2ccccc21
  -6	-1	-5	-1.8	-4	1	94	98	98	3	2
COc1ccc(/C=C/C(=O)OCC(=O)Nc2ccc(C)cc2)cc1S(=O)(=O)N1CCOCC1
  -15	-5	-8	1.0	-10	-9	98	100	101	-7	10
O=C(N/N=C/c1ccc(N2CCOCC2)o1)c1cccc([N+](=O)[O-])c1
  15	-5	2	-0.2	-3	-2	87	63	87	5	-3
O=C(Nc1nnc(Cc2ccccc2)s1)c1cccnc1
  -4	0	-3	-0.1	1	0	108	100	102	-1	2
Cc1ccc(NC(=O)CN2C(=O)S/C(=C/c3ccc(O)c([N+](=O)[O-])c3)C2=O)cc1C
  1	-3	-3	-0.6	0	1	91	91	93	4	-2
CCCCCCNC(=O)CC(NS(=O)(=O)c1ccc(OC)cc1)C(C)C (stereo unspecified)
  1	0	1	0.5	-9	-3	100	97	100	1	2
Cc1ccc(/C=N/Nc2nnc(Cc3ccccc3)c(=O)[nH]2)o1
  -11	0	-2	2.2	-6	-3	108	114	107	0	5
CCN(CC)C(=O)c1[nH]cnc1C(=O)N[C@@H](C)C(=O)OCc1ccccc1
  -6	-1	-4	0.3	-6	-5	103	105	99	-3	1
CC(=O)c1ccc(N2CCN(C(=O)COc3ccccc3F)CC2)c(F)c1
  x	x	u	0.0	x	x	102	106	104	x	13
CCOC(=O)CSc1nc2ccccc2c(=O)n1-c1ccc(C(=O)NCCOC)cc1
  -17	-6	-7	0.9	-8	-8	96	98	98	-2	18
CCOC(=O)C/C(C)=N\Nc1ccc([N+](=O)[O-])cc1[N+](=O)[O-]
  1	-4	-4	0.3	-4	-2	101	99	101	2	10
CCN=C1SC(CC(=O)Nc2ccc(C)cc2)C(=O)N1CC (stereo unspecified)
  -2	0	-2	0.1	-2	-2	102	103	101	0	2
Cc1cc(C(=O)Nc2ccccc2C(=O)O)ccc1NC(=O)COc1cccc([N+](=O)[O-])c1
  -8	-1	-2	-0.5	-2	-2	101	105	103	0	-2
O=C(NCc1cccs1)NC1CCCCC1
  -15	-5	-14	0.8	-10	-8	91	92	93	-3	8
CCCCOC(=O)Nc1ccc(N2CCCCC2)cc1
  -12	-3	-6	0.6	-11	-5	103	101	100	1	13
CCN(CC)c1nc(C(N)=O)cc(-c2ccccc2)n1
  -2	-2	0	0.4	-1	-1	97	102	100	0	6
COc1ccc(-n2c(Cc3cccn3C)nnc2SCC(=O)N2CCOCC2)cc1
  -7	-2	-8	1.0	-4	-6	101	100	104	-4	6
O=C(O)CP(=O)(O)O
  2	-1	1	0.7	3	-1	95	101	100	1	4
c1cncc(-c2nn[nH]n2)c1
  -1	4	-1	0.0	1	0	104	102	101	2	1
COc1ccc(-c2csc(CCn3nc(C)cc3C)n2)cc1
  0	0	-2	0.6	-5	-3	100	106	104	-1	1
COc1ccc(S(=O)(=O)NCc2ccc(C(=O)N(C)Cc3ccco3)cc2)cc1
  -15	0	-7	0.8	-7	-6	109	105	107	-1	1
CCCCCn1c(CN2CCN(Cc3ccccc3)CC2)nc2c1c(=O)n(C)c(=O)n2C
  -18	-3	-9	57*	-3	-3	96	99	98	0	28
Cc1ccc(C(=O)Oc2ccc(Cl)c3cccnc23)cc1[N+](=O)[O-]
  -1	1	2	1.1	-1	-2	103	106	104	0	4
COc1ccc(CNC(=O)C2CC(c3ccc(OC)cc3)=NO2)cc1 (stereo unspecified)
  -4	-1	-5	0.4	-3	0	99	100	101	-3	1
c1ccc(COc2ccc(CNCc3cccs3)cc2)cc1
  -10	2	-4	0.1	-1	-3	99	103	98	-1	0
CCCn1c(SCC(=O)NCc2ccc(Cl)cc2)n[nH]c1=O
  -4	0	-4	0.1	-5	-5	96	99	99	-4	0
O=C(/C=C/c1ccco1)NC1CCCC1
  3	0	-1	-0.4	-8	-2	97	96	96	-1	15
Cc1cc(=O)oc(C)c1C(=O)N1CCN(C)CC1
  -2	-1	-3	0.4	-2	-6	92	101	95	-1	1
CC(C)NC(=S)N1CCN(Cc2ccc3c(c2)OCO3)CC1
  -4	-1	-1	0.5	-5	0	101	102	98	1	2
O=C(c1ccc(F)cc1)c1c[nH]c(C(=O)NCc2cccnc2)c1
  -17	-3	-6	-0.1	-10	-6	99	100	97	-1	7

By substructure, the entries above with a thiophene ring, fused or not
Screens in order – Bim-Bfl-1	Mcl-1 Bim block	Bim-Bcl-2	ABCB1 inh	Bcl-B Bim block	Bim-Bcl-XL	RGS7-Gao	RGS8-Gao reg	RGS4-Gao reg	Bim-Bcl-W	ABCG2 inh
O=C(NCc1cccs1)NC1CCCCC1
  -15	-5	-14	0.8	-10	-8	91	92	93	-3	8
c1ccc(COc2ccc(CNCc3cccs3)cc2)cc1
  -10	2	-4	0.1	-1	-3	99	103	98	-1	0

Later entries.
Screens in order – Bim-Bfl-1	Mcl-1 Bim block	Bim-Bcl-2	ABCB1 inh	Bcl-B Bim block	Bim-Bcl-XL	RGS7-Gao	RGS8-Gao reg	RGS4-Gao reg	Bim-Bcl-W	ABCG2 inh
CCOC(=O)N1CCC2(CC1)C(C(=O)C13CC4CC(CC(C4)C1)C3)C2(C#N)C#N (stereo unspecified)
  -1	-1	0	2.2	-2	-5	100	99	104	-1	2
Cc1ccc2cc(CCNC(=O)C(C)(C)C)c(=O)[nH]c2c1
  -7	0	-5	0.4	-1	-3	105	102	106	0	0
Cc1cc(CC(C)C)n(-c2nc3ccccc3c(=O)n2OCC(N)=O)n1
  -10	0	-4	0.4	-6	-17	104	103	100	0	1
Cn1c(=O)c2c(nc(N/N=C3\CCCc4ccccc43)n2Cc2ccc(F)cc2)n(C)c1=O
  -4	-22	-4	7.5	-8	-10	95	90	98	-8	-6
O=C(COc1ccc(Cl)cc1)NCCSCc1ccccc1Cl
  -9	-10	-12	0.0	-8	-13	109	115	112	-10	6
Cc1nc2c(C(=O)NCc3ccccc3)c[nH]n2c(=O)c1Cl
  -5	0	-6	0.1	-8	-3	97	99	98	-3	1
CC(C)(C#CCN1CCCCC1)OCCOC(c1ccccc1)c1ccccc1
  -17	-18	-4	2.1	-10	-9	97	99	100	-7	2
Cc1nn2c(COc3ccc(NC(=O)c4ccccc4Cl)cc3)nnc2c2ccccc12
  2	0	0	17	1	1	96	100	97	-2	15
COc1ccccc1OC(C)C(=O)NNC(=S)NC1CCCC1 (stereo unspecified)
  4	-6	0	-0.9	6	0	103	97	98	-2	-8
C=CCNc1oc(Cc2cccc3ccccc23)nc1C#N
  -5	-3	-7	0.3	-5	-3	103	98	104	-1	3
O=C(NCCCc1ccccc1)c1cccs1
  -3	-1	-3	0.0	-2	-1	106	99	104	-2	0
CCc1ccc(/C=C2/SC(=S)N(CC(=O)Nc3nc4ccccc4s3)C2=O)cc1
  0	2	0	-0.8	0	5	104	106	101	5	-2
O=c1c2ccccc2ncn1-c1ccccc1F
  2	-5	-4	2.1	-2	-4	108	103	105	-3	15
Cc1c(Cl)cccc1NC(=S)N(Cc1cccs1)C1CCCC1
  -3	-2	-3	1.1	-10	-5	u	98	98	-1	7
CC(=O)c1ccc(OCCCN2CCCCC2)cc1
  6	-1	8	-0.3	7	0	108	108	104	1	0
COc1cnc(-c2ccccn2)nc1Sc1ccccc1
  4	0	-2	-1.0	-2	4	100	99	97	11	0
Cc1ccc(C)c(NC(=O)C2C3CCCC2C3c2ccccc2)c1 (stereo unspecified)
  -13	-2	-13	1.5	-5	-7	95	100	101	0	5
CCn1c(C)cc2c(c1=O)C(c1ccncc1)C(C#N)=C(N)O2 (stereo unspecified)
  -19	-4	-18	0.5	-10	-5	101	100	102	-2	33
CCOC(=O)N1CCN(c2c(NCCCN(CC)Cc3ccccc3)c(=O)c2=O)CC1
  -13	8	-4	0.1	-4	0	99	100	99	1	0
N#Cc1ccccc1NC(=O)COC(=O)CCc1ccc(S(=O)(=O)N2CCCCC2)cc1
  5	2	-2	-0.5	0	-3	94	95	97	0	-3
Cc1ccc(C(=O)N/N=C\c2ccc(Br)o2)o1
  -12	-3	-9	0.2	-7	-1	100	99	100	-1	12
CC(NC(=O)c1ccco1)C1COc2ccccc2O1 (stereo unspecified)
  -10	0	-12	-0.2	-9	0	92	99	90	4	0
COc1ccc2nc(N3C(=O)/C(=C/c4ccccc4)NC3=S)sc2c1
  -13	-4	-8	-1.2	-4	-4	104	103	109	-3	-9
C1CN(CC23CC4CC(CC(C4)C2)C3)CCO1
  3	4	3	-0.7	1	0	98	101	102	3	0
O=C(OCCN1CCCCC1)c1ccc(O)cc1
  -18	-5	-8	0.7	-6	-7	102	95	92	-1	2
O=C(O)C1CCC(Cn2c(SCc3cc(=O)n4ccccc4n3)nc3ccsc3c2=O)CC1 (stereo unspecified)
  -5	1	-1	-0.3	0	1	104	97	101	3	-1
CCOC(=O)c1c(NC(=O)OC)sc(C(=O)N(C)C)c1C
  -5	-8	-5	0.0	-15	-4	101	101	97	0	1
Cc1ccc(S(=O)(=O)Nc2ccc3c(c2)CCC3)cc1C
  0	-5	-3	0.6	-4	-8	102	102	101	-5	-2
OC(CNC1CCCCC1)CNC1CCCCC1
  -4	-1	1	-0.2	-2	0	97	100	100	-1	-1
O=C(COc1cnc2ccccc2n1)NCCC1=CCCCC1
  -9	-4	-10	-0.3	-11	-10	104	107	106	0	-1

The listing continues:
Screens in order – Bim-Bfl-1	Mcl-1 Bim block	Bim-Bcl-2	ABCB1 inh	Bcl-B Bim block	Bim-Bcl-XL	RGS7-Gao	RGS8-Gao reg	RGS4-Gao reg	Bim-Bcl-W	ABCG2 inh
O=C(CCCCO)CCCCCCCC[C@H]1N[C@H](CO)[C@H](O)[C@@H]1O[C@@H]1O[C@H](CO)[C@@H](O)[C@H](O)[C@H]1O
  -1	-2	-1	0.7	-2	-1	100	101	100	0	-2
COc1cc(/C=N\NC(=O)c2ccc(Cn3cc(Br)c([N+](=O)[O-])n3)o2)cc(OC)c1O
  -8	-5	-5	-0.3	-11	-6	92	76	87	-3	-2
O=C(Cn1c(=O)c2c(ncn2Cc2ccccc2)n(Cc2ccccc2)c1=O)NC1CC1
  -2	-4	0	-2.1	-1	-8	101	103	101	-1	-1
O=C1C(Cl)=C(NCC2CCCO2)C(=O)N1c1ccccc1 (stereo unspecified)
  -2	-4	-7	0.6	-6	-9	102	101	102	-4	5
Cc1ccc(Cc2c[nH]c(=S)s2)cc1
  0	-2	-1	0.8	-15	-5	101	100	100	-3	8
O=C(CSc1nnc(Cc2cccs2)n1Cc1ccco1)Nc1ccc(Cl)cc1Cl
  -8	0	-2	1.8	-9	-6	98	97	97	0	2
CCOC(=O)C(Cc1ccccc1)NS(=O)(=O)c1ccc(NC(C)=O)cc1 (stereo unspecified)
  -2	-1	-3	-2.6	-3	0	99	101	98	-1	-2
O=C(Nc1nc(-c2ccc(Cl)cc2)cs1)C1CCCO1 (stereo unspecified)
  0	-2	-6	0.9	-2	1	105	105	108	2	11
NC(=S)Nc1ncc(C(F)(F)F)cc1Cl
  -4	0	-5	1.9	-8	-7	u	99	97	-3	32

Bioassay records from PubChem BioAssay.
